rTrxR1 inhibitor: qHTS Assay for Inhibitors of Mammalian Selenoprotein Thioredoxin Reductase 1 (TrxR1): qHTS | recombinant rTrxR1, NADPH fluorescence consumption, selenite substrate | AID 588453, 2011 | 390,000 compounds, 1% hits | Potency, µM (series often up to 114 µM), inactives show at the highest dose activity change, negative = inhibition, usual class: inhibitors; also: potency is read from the fitted curve at half-maximal effect; % is scaled to controls: 0 for no effect and ±100 for the full control effect; nearly all actives have a fitted effect of over 65% in size
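Rat TrxR1 (90 nM in the dispensed reagent) was pre-reduced with 400 uM NADPH for 5 min at room temperature, then incubated with compound for 15 min. After 400 uM selenite was added, NADPH fluorescence (Ex 340/Em 450 nm) was followed for 8 min.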
Vif-APOBEC3G blk: qHTS for Inhibitors of Vif-A3G Interactions: qHTS | 410,000 compounds, 0.076% hits | Potency, µM (titrated, usually from 46.1 µM), without a hit: top-dose activity, negative = active, most hits filed as inhibitors | HeLa A3G-eYFP + Vif (tagged APOBEC3G with the HIV-1 protein that degrades it), YFP fluorescence, overnight | AID 602310, 2012;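 also: potency is read from the fitted curve at half-maximal effect; % is scaled to controls: 0 for no effect and ±100 for the full control effect; nearly all actives have a fitted effect of over 60% in size; hits raise eYFP signal because A3G escapes Vif-driven loss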
Target sequence (Q9HC16 whole entry, looked up): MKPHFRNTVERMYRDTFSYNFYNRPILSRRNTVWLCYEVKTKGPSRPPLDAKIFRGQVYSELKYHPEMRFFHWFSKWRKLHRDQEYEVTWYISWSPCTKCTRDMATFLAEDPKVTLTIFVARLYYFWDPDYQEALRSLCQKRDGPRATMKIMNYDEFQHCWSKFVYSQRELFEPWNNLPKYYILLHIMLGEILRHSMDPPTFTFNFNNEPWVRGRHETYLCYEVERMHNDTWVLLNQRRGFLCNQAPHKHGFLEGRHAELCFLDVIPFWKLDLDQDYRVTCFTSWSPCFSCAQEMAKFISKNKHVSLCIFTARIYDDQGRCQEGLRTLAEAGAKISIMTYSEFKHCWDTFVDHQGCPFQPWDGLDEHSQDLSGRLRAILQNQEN
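Read-out is eYFP fluorescence (Ex 488/Em 500-530) from Vif-expressing HeLa A3G-eYFP cells; more signal means A3G escaped Vif-mediated degradation. Cells plated overnight, compound pinned in, incubated overnight at 37 deg C.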
Vif-A3F inh: qHTS for Inhibitors of Vif-A3F Interactions: qHTS; 390,000 compounds, 0.2% hits; HeLa A3F-eYFP + Vif (tagged APOBEC3F with the HIV-1 protein that degrades it), YFP fluorescence increase; Potency, µM (doses to about 46.1 µM), for inactives: top-dose activity, negative = active; also: potency is read from the fitted curve at half-maximal effect; % of control where 0% means no effect; nearly all actives have a fitted effect of over 65% in size
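HeLa cells stably expressing Vif plus C-terminally eYFP-tagged A3F were seeded, incubated overnight at 37 deg C, dosed with compound, incubated overnight again at 37 deg C. Yellow fluorescence (Ex 488/Em 500-530) reported blocked Vif-mediated A3F-eYFP degradation.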
LDHA inh: qHTS assay for inhibitors of human lactate dehydrogenase | L-lactate dehydrogenase A chain (Homo sapiens), P00338 | purified LDHA, NADH/diaphorase-resazurin fluorescence; stronger effect = lower value | activity change, % (values are at about 110 or 230 µM) | 480,000 compounds, 0.15% hits | AID 1347041, 2019; in the data active = activity change below about -30%; inconclusive = mostly about -25% to -30%;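 also: plate controls were DMSO wells for no effect and wells without enzyme for full effect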
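Enzyme activity of human lactate dehydrogenase 5 (2 nM; 0.06 mM NADH, 0.2 mM pyruvate, 5 min, RT) is measured via a resazurin/diaphorase fluorescence readout of residual NADH.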
USP1-UAF1 inh: Inhibitors of USP1/UAF1: Primary Screen | Ubiquitin carboxyl-terminal hydrolase 1 (Homo sapiens), O94782 | recombinant USP1/UAF1, Ub-Rhodamine cleavage fluorescence | Potency, µM (doses to about 57.1 µM), for the others: at the highest dose activity change, negative = inhibition, hits mostly inhibitors | 390,000 compounds, 0.23% hits | AID 743255, 2014; also: potency is read from the fitted curve at half-maximal effect; % is scaled to controls: 0 for no effect and ±100 for the full control effect; nearly all actives have a fitted effect of over 60% in size; inactives centre near -12
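1 nM enzyme complex + cpd, 15 min RT; start with Ub-Rho 150nM final; kinetic fluorescence ex 480/em 540, 6 reads q60 s. Buffer 50mM HEPES pH 7.8, 0.5mM EDTA, 0.1 mg/ml BSA, 1mM TCEP, 0.01% Tween-20.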
TrxR1 substrate: qHTS Assay for Substrates of Mammalian Selenoprotein Thioredoxin Reductase 1 (TrxR1): qHTS | Potency, µM (highest dose often 114 µM), for the others: at the highest dose activity change, negative = substrate turnover | purified TrxR1 substrate turnover, NADPH consumption readout | Thioredoxin reductase 1, cytoplasmic (Rattus norvegicus), O89049 | 390,000 compounds, 0.01% hits; also: potency is read from the fitted curve at half-maximal effect; % is scaled to controls: 0 for no effect and ±100 for the full control effect; nearly all actives have a fitted effect of over 50% in size
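Rat TrxR1, dispensed at 90 nM, was prereduced with 400 uM NADPH (final) for 5 min at ~22 deg C, then incubated with compound 15 min before 400 uM selenite. A first-read NADPH fluorescence drop versus no-compound background flagged substrates.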
GRP78 ERSR act: qHTS for Inducers of the Endoplasmic Reticulum Stress Response (ERSR) in Human Glioma: qHTS | U87-MG GRP78 promoter luciferase reporter, 16 h | Potency, µM, for the others: top-dose activation, most hits filed as activators | 420,000 compounds, 0.02% hits; also: potency is read from the fitted curve at half-maximal effect; series mostly up to about 76 µM; % of control where 0% means no effect; nearly all actives have a fitted effect of over 35% in size
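ERSR induction read as luciferase luminescence (Bright-Glo, 10 min at room temperature) in stably transfected human U87-MG glioma cells exposed to compounds for 16 h, using GRP78 as sensor.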
mIDH1 inhibitor: qHTS for Inhibitors of mutant isocitrate dehydrogenase 1 (IDH1): qHTS | Potency, µM (titrated, usually from 76.6 µM), for inactives: top-dose activity change, negative = inhibition, actives largely listed as inhibitors | Isocitrate dehydrogenase [NADP] cytoplasmic (Homo sapiens), O75874 | 390,000 compounds, 0.093% hits | IDH1-R132H enzyme, NADPH consumption, diaphorase/resazurin fluorescence; also: potency is read from the fitted curve at half-maximal effect; % is scaled to controls: 0 for no effect and ±100 for the full control effect; nearly all actives have a fitted effect of over 65% in size
Target sequence (O75874 whole entry R132H, stated change not applied): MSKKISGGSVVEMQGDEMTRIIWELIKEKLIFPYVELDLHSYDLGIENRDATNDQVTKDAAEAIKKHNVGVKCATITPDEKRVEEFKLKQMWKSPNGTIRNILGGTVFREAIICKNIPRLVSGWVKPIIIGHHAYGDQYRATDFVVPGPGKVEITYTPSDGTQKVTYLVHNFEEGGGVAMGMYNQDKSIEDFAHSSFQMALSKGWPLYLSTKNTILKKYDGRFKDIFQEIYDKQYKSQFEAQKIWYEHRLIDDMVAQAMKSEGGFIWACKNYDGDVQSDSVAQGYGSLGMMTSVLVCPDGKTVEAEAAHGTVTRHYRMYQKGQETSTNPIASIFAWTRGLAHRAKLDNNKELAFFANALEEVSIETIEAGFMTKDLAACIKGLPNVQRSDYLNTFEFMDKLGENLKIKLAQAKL
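IDH1-R132H (0.5 ug/mL) preincubated 30 min with compound, then NADPH (0.016 mM) and alpha-KG (2 mM) added; 80 min at RT, pH 7.5. Remaining NADPH coupled via diaphorase/resazurin to fluorescence (540/590 nm); concentration-response curves normalized to no-enzyme control.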
RGS4 inh: Inhibitors of Regulator of G Protein Signaling (RGS) 4: qHTS | Regulator of G-protein signaling 4 (Homo sapiens), P49798 | Transcreener GDP fluorescence polarization, RGS4-accelerated GTP hydrolysis | Potency, µM (highest dose often 114 µM), without a hit: top-dose activity change, negative = inhibition, usual class: inhibitors | 390,000 compounds, 0.039% hits | AID 504845, 2011; also: potency is read from the fitted curve at half-maximal effect; % is scaled to controls: 0 for no effect and ±100 for the full control effect; nearly all actives have a fitted effect of over 75% in size; some results filed as inactive show a strong effect at the top dose
Target sequence (P49798 whole entry, looked up): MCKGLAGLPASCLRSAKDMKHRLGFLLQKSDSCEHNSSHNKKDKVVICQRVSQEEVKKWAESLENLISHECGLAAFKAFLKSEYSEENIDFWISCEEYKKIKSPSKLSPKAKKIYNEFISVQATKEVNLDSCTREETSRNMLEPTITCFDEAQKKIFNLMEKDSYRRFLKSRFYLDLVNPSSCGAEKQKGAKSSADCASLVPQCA
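MLSMR compounds (23 nl, pin-transferred) preincubated 10 min at room temperature with a 500nM (2x) first reagent, then RGS4 at 900nM (2x) plus Transcreener GDP mix added; fluorescence polarization (620/688 nm) read before and after 90 min at 30 °C.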
Active calls of the source: *; ? = inconclusive; & = joins results of further samples; [ ] = another dose, or the depositor's remark. Unless noted, calls follow the shape of the dose curve; as a rule, active = well fitted curve in the direction sought with a large enough effect; inconclusive = small, poorly fitted or top-dose-only effect, or another doubt; inactive = no such curve, though single readings can be large; an effect the other way counts as inactive or inconclusive.

SMILES | rTrxR1 inhibitor | Vif-APOBEC3G blk | Vif-A3F inh | LDHA inh | USP1-UAF1 inh | TrxR1 substrate | GRP78 ERSR act | mIDH1 inhibitor | RGS4 inh
Clc1ccc(OCc2nn3c(-c4ccncc4)nnc3s2)cc1 | -3% | -13% | ? | -7 | -16% | -9% | -3% | -8% | 8%
C#CCNC(=O)C1=C[C@H](C(C)(C)C)C[C@H](OCc2ccc(CO)cc2)O1 | 4%[57.1 µM] | 0% | 3% | -3 | -31% | 9%[57.1 µM] | 0% | -3% | 12%
CN(c1ccccc1C(N)=O)S(=O)(=O)c1ccccc1 | -5%[57.1 µM] | 0% | -15% | -5 | 10% | 3%[57.1 µM] | -3% | 1% | -19%
CCc1sc(C(=O)Nc2cc(Cl)ccc2N2CCCCC2)cc1C | 19% | 2% | 0% | 0 | -9% | 12% | -1% | -2% | 7%[11.4 µM]
Cc1ccc(S(=O)(=O)NCC(=O)OCCOc2ccc(Br)cc2)cc1 | 12% | -1% | -13% | -3 | -9% | -3% | 0% | 3% | 1%
CCOc1cc(S(=O)(=O)n2nc(C)cc2C)ccc1F | 5% | 2% | 2% | -11 | -24% | 0% | -4% | 0% | 14%
CCN1CCc2c(sc(NC(=O)c3ccc(S(=O)(=O)N(CCOC)CCOC)cc3)c2C(N)=O)C1 | 13%[57.1 µM] | -4% | 1% | 4 | -35% | -5%[57.1 µM] | -7% | 11% | -2%
C#CC1(O)CC(C)NCC1(C)CCC#N (stereo not given) | -13% | 1% | -1% | -6 | -20% | 10%[57.1 µM] | -3% | 1% | -47%
CCCC1Cc2nc(Cl)c(C#N)cc2CO1 (stereo not given) | 20%[11.4 µM] | -4% | 1% | -7 | -15% | 14%[57.1 µM] | -2% | 1% | -11%
CN(c1ccccc1)S(=O)(=O)c1cccc(C(=O)NC2CC(C)(C)NC(C)(C)C2)c1 | 11% | 2% | -5% | 1 | -11% | 6% | -2% | 22% | -3%
O=C(O)CCc1nn2cnc3sc4c(c3c2nc1=O)CCCC4 | 3% | -1% | -2% | -6 | 4% | -5% | -2% | 6% | 0%
CCn1c(N)c(C(N)=O)sc1=S | -6% | 1% | -16% | -3 | -17% | -3% | -2% | 5% | -34%
Nc1ncnc(Nc2ccc(F)cc2)n1 | -6% | 0% | 0% | -1 | -20% | -10% | 2% | 1% | 5%
COCCCNC(=O)CN1CCN(Cc2ccc(Cl)cc2)C1=O | 15% | 4% | 0% | -11 | -25% | -1% | -3% | -7% | 11%
CC(=O)Nc1ccc(C(=O)OCC(=O)N(C)C2CCCCC2)cc1 | 19%[57.1 µM] | 4% | 2% | -3 | -9% | 5% | -2% | -5% | -27%
CN1C(=O)CC(c2ccco2)Sc2ccccc21 (stereo not given) | 56µM* | 1% | -19% | -3 | -1% | -8% | 2% | 6% | -6%
CC1CCc2nc(NC(=O)c3cc(C(C)(C)C)nn3C)sc2C1 (stereo not given) | 1% | 1% | 1% | -3 | 6% | -8% | 0% | 1% | 26%
Cc1cccc(NC(=S)NC(=O)/C=C/c2ccccc2)n1 | 17% | -1% | 0% | -3 | -7% | 2% | 2% | 3% | 2%
S=C(Cc1ccccc1)Nc1ccccc1 | -17% | 0% | 4% | -1 | -9% | -15% | -1% | 2% | -8%
CCCn1nc(C(=O)N2CCCc3ccccc32)c2ccccc2c1=O | 12%[57.1 µM] | -15% | -11% | 2&-4 | -12% | 4% | -3% | 3% | 20%
COc1ccc2c(C)cc(SCn3nnc4ccccc4c3=O)nc2c1 | -16% | 1% | -13% | -3 | -12% | -12% | 0% | 2% | -5%
C=CCNC(=O)c1onc(CCl)c1C(=O)OC | -27% | ? | 3% | -8 | -9% | -1% | -5% | -7% | 17%
O=c1oc2ccccc2c(N2CCOCC2)c1[N+](=O)[O-] | -5% | 2% | 13% | -11 | 5% | -6% | 0% | -21% | 23%
Cc1c(Cl)cccc1NC(=O)CSc1ncccc1C(=O)Oc1ccccc1Cl | 2%[57.1 µM] | 1% | 8% | -5 | -26% | 1%[57.1 µM] | 2% | -10% | 24%
COCCN(C(=O)c1c(C)noc1C)c1c(N)n(CC(C)C)c(=O)[nH]c1=O | -3% | -6% | -2% | -11 | -23% | -1% | -5% | -1% | 2%
COc1cc(NC(=O)CCn2c(=S)oc3ccccc32)cc(OC)c1OC | 0% | -1% | 1% | -5 | -12% | -4% | -7% | -2% | 0%
Cc1onc(-c2ccccc2)c1C(=O)Nc1cccnc1 | -9% | 5% | -4% | -7 | 8% | -13% | 1% | 1% | 11%
Cc1c(NC(=O)COC(=O)c2cc(-c3ccc(-c4ccccc4)cc3)nc3ccccc23)c(=O)n(-c2ccccc2)n1C | -22% | 4% | 0% | -2 | -16% | 29% | -6% | 0% | -17%
COc1ccc(-n2nc(C(=O)NCC(=O)NC3CCCC(C)C3C)c3ccccc3c2=O)cc1 (stereo not given) | 69%[activator] | -6% | -1% | -10 | -22% | 35% | -2% | 2% | 3%
O=C(CSc1nc(=O)n2ccccc2n1)NCc1ccccc1 | -7%[57.1 µM] | 3% | -6% | -8 | -1% | -5%[57.1 µM] | -1% | -3% | 26%
CC(=O)Nc1ccc(NC(=O)CCC(=O)OCC(=O)c2ccc(C)c([N+](=O)[O-])c2)cc1 | 20%[57.1 µM] | 0% | -1% | -2 | ? | -19%[57.1 µM] | -4% | 8% | -28%
COc1ccc(NC(=O)COc2ccc(C(=O)NCc3cccnc3)cc2OC)cc1 | 22% | 2% | -20% | -3 | -21% | 3% | -2% | 8% | 12%
Cc1occc1C(=O)N1CCN(c2ccc(Cl)c(Cl)c2)CC1 | -4% | -1% | -4% | -13 | -5% | 7% | -2% | 15% | 15%
Clc1ccccc1-c1csc(Nc2cccnc2)n1 | 38%[activator] | 1% | 14% | -3 | -14% | 4% | 6% | 3% | 28%
COc1cccc(OC)c1C(=O)Nc1ccc(N2CCCC2)cc1 | 10% | 1% | 6% | -11 | 4% | -7% | 2% | 0% | 12%
COc1cccc(C(=O)c2sc(Nc3ccc(C)cc3C)c(S(=O)(=O)c3ccccc3)c2N)c1 | 12% | 7% | 6% | -3 | -11% | 4% | -3% | -3% | -9%
Cc1cc(C)nc(SC2CCOC2=O)n1 (stereo not given) | 7%[57.1 µM] | 0% | -6% | -3 | 3% | 9%[57.1 µM] | 1% | -3% | 42%
Cc1ccc(N2CCN(S(=O)(=O)c3c(C)noc3C)CC2C)cc1 (stereo not given) | -1% | -1% | 8% | 0 | -19% | -2% | 3% | -4% | -2%
COC(=O)C1C(=O)C=C(Nc2ccc(F)cc2F)CC1c1ccccc1 (stereo not given) | -14% | 2% | 1% | -4 | 1% | -13% | 2% | -12% | 21%
O=C(Nc1ccc(Cl)c(Cl)c1)c1ccccc1NC(=O)C1CC=CCC1C(=O)O (stereo not given) | 16% | -9% | 1% | -1 | -7% | 4% | -3% | -3% | -1%
CCOC(=O)c1cnc2ccc(C)cc2c1Nc1ccc(N2CCOCC2)cc1 | 0% | 1% | 9% | 1 | -17% | -4% | -16% | 1% | -27%
CCOC(=O)c1ccc(NC(=O)CSc2ccc(-c3ccncc3)nn2)cc1 | 22% | 1% | 10% | -1 | -18% | 0% | -6% | -4% | -4%
O=C(CC12CC3CC(CC(C3)C1)C2)N/N=C\c1ccc[nH]1 | 1%[57.1 µM] | 0% | 1% | -2 | -13% | 6%[57.1 µM] | -3% | 6% | -49%

Random excerpt: two compounds from above
SMILES | rTrxR1 inhibitor | Vif-APOBEC3G blk | Vif-A3F inh | LDHA inh | USP1-UAF1 inh | TrxR1 substrate | GRP78 ERSR act | mIDH1 inhibitor | RGS4 inh
Cc1ccc(N2CCN(S(=O)(=O)c3c(C)noc3C)CC2C)cc1 (stereo not given) | -1% | -1% | 8% | 0 | -19% | -2% | 3% | -4% | -2%
COc1cccc(OC)c1C(=O)Nc1ccc(N2CCCC2)cc1 | 10% | 1% | 6% | -11 | 4% | -7% | 2% | 0% | 12%

In the list so far, two have a furan ring, fused or not:
SMILES | rTrxR1 inhibitor | Vif-APOBEC3G blk | Vif-A3F inh | LDHA inh | USP1-UAF1 inh | TrxR1 substrate | GRP78 ERSR act | mIDH1 inhibitor | RGS4 inh
CN1C(=O)CC(c2ccco2)Sc2ccccc21 (stereo not given) | 56µM* | 1% | -19% | -3 | -1% | -8% | 2% | 6% | -6%
Cc1occc1C(=O)N1CCN(c2ccc(Cl)c(Cl)c2)CC1 | -4% | -1% | -4% | -13 | -5% | 7% | -2% | 15% | 15%

Some of the compounds tested. The share of hits here may be higher or lower than overall.
